# Assay outcomes deposited in PubChem by several laboratories.
# OX1R FRET antag: OX1R (human) antagonism. inhibition, % at 6.6 µM. O43613. actives 1.8% (n = 330,000). AID 485270. OX1R-expressing cells, FRET antagonist read-out; in the data active means inhibition mostly above about 38%, no sharp cut-off; inactive means mostly below about 40%;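 further: 0% = agonist challenge alone and 100% = reference antagonist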
# Target sequence (O43613 whole entry, looked up): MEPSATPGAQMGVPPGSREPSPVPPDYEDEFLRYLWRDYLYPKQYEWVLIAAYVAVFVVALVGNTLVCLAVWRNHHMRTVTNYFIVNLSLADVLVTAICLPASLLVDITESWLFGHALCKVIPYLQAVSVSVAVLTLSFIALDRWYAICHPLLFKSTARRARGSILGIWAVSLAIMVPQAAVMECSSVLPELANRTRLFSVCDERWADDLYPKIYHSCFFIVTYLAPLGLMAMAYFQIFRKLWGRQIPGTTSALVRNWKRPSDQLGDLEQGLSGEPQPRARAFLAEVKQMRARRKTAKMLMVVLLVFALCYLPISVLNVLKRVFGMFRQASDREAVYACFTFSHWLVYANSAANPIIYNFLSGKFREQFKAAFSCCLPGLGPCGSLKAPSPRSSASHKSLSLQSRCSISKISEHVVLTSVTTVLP
# STK33 inh: human STK33 kinase inhibition; Q9BYT3; purified STK33, MBP phosphorylation, ADP-Glo luminescence; inhibition, % at 10 µM; actives 0.073% (n = 320,000);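 active means inhibition at or above 25%, using the most active replicate where run in duplicate; inactive means inhibition below 25%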
# Target sequence (Q9BYT3 whole entry, looked up): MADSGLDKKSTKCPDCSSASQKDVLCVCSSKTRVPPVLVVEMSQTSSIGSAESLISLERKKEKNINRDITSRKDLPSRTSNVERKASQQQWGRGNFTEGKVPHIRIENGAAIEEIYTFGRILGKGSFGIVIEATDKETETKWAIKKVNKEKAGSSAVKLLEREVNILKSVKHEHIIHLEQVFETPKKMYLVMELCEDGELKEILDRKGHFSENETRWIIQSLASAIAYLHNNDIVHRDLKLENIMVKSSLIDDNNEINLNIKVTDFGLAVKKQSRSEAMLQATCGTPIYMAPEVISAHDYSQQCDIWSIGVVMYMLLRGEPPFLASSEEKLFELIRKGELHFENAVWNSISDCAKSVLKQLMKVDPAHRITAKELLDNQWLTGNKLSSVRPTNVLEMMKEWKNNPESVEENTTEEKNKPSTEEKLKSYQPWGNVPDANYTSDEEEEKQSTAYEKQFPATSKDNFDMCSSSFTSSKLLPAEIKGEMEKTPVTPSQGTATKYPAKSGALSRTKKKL
# * = called active by the depositor; . = no result given.
SMILES,OX1R FRET antag,STK33 inh
C#CCOc1ccc2ccccc2c1/C=C(/C#N)c1ccc(C(=O)O)cc1,37,14
C/C(=N\NC(=O)c1ccc(NS(=O)(=O)c2cccs2)cc1)c1ccccc1,12,0.3
CN1CCN(CCCCC(=O)c2ccccc2)CC1,8,0.0
Cn1c(SCc2ccccn2)nnc1-c1cnccn1,20,-1.4
O=C(O)c1cccc2c1C(=O)N(c1ccccc1)C2,-1,-0.9
COC(=O)c1[nH]c2ccc(Cl)cc2c1NC(=O)CN1CCC(C(N)=O)CC1,4,0.1
O=C(Nc1ccc(O)c(-c2nc3ccccc3o2)c1)C1(c2ccc(Cl)cc2)CCCC1,18,-0.7
CCNc1oc(/C=C/c2ccc(OCC)cc2)nc1C#N,10,-0.3
CC(C(=O)N1CCCC1)N1CCN(c2ccccc2O)CC1 (stereo unspecified),0,.
COc1ccc(S(=O)(=O)NCCN2CCOCC2)cc1Br,3,-2.2
Cc1ccc(S(=O)(=O)CC(=O)Nc2ccc(Cl)cn2)cc1,-1,1.3
O=C(NCCCN1CCOCC1)c1cc2c(s1)-c1ccccc1OC2,20,0.2
O=C(CSc1nc2ccccc2c(=O)n1Cc1ccccc1)Nc1ccc(Br)cc1C(=O)O,31,1.0
COc1ccccc1NCC(=O)NNC(C)C(=O)Nc1cccc(Cl)c1 (stereo unspecified),13,-0.2
C=CC[n+]1ccn(-c2nc3ccccc3nc2[N-]S(=O)(=O)c2cccs2)c1,17,-1.6
Cc1c(-c2ccc(Cl)cc2Cl)nc2ccccc2c1C(=O)NCCN1CCOCC1,6,-2.6
O=C(CN1CCc2ccccc21)NC(=O)NC1CCCCC1,16,-4.1
Cc1cc(Nc2ccc(Br)cc2)n2nc(C)nc2n1,11,2.5
C#CCOCCOCCOCCNc1nc(N2CCN(C(=O)[C@H]([C@@H](C)CC)n3cc([C@@H](N)CC(C)C)nn3)CC2)nc(N2CCN(C(=O)[C@H](Cc3ccc(O)cc3)n3cc([C@@H](N)C(C)CC)nn3)CC2)n1 (stereo partly specified),25,-1.0
Clc1ccccc1N/N=C/c1ccc2c(c1)OCO2,14,-0.1
O=C(NCCc1ccccc1)c1ccc(Cl)nc1,14,-1.5
Cc1cc(C)cc(NC(=O)N2CCNC(=O)C2CC(=O)Nc2cc(Cl)ccc2Cl)c1 (stereo unspecified),11,1.4
COc1ccc(-c2noc(CCC(=O)NCC3CCCO3)n2)cc1 (stereo unspecified),-2,-1.5
COc1ccc(CCN2C(=O)c3cccnc3C2=O)cc1OC,82*,-1.3
COc1cc(CNCc2cc(OC)ccc2OC)cc(OC)c1,22,-0.2
# The results go on.
SMILES,OX1R FRET antag,STK33 inh
Cc1ccc(NC(=O)c2ccc3snnc3c2)cc1C,12,-0.9
O=C(OCC(=O)N1CCC(Cc2ccccc2)CC1)c1cc(Br)ccc1O,2,-1.1
Cc1ccccc1OCC(=O)OCC(=O)NCc1ccccc1,12,0.0
O=C(Cn1nc(CNc2ccc(Cl)cc2)[n+]2c1CCCCC2)c1ccccc1,8,-3.0
CCCC(=O)NNC(=O)CCC(=O)NCc1ccccc1,14,-0.9
Nc1nc(Nc2cccc3ccccc23)nc(C2CCCC2=O)n1 (stereo unspecified),21,-1.8
CS(=O)(=O)N1CCN(C(=O)c2ccc(Br)s2)CC1,4,-0.6
CCc1nnc(NC(=O)c2c(C)nn(-c3ccccc3)c2Cl)s1,19,0.5
Cc1ccc(OCC(O)Cn2c(NCCc3ccccc3)nc3c2c(=O)[nH]c(=O)n3C)cc1 (stereo unspecified),27,-1.7
N#CCC(=O)Nc1ccc(C(=O)OCC(=O)N2CCN(C(=O)c3ccco3)CC2)cc1,7,4.8
OC(COc1ccc2c(c1)CCC2)CN1CCN(c2cccc(Cl)c2)CC1 (stereo unspecified),12,-1.2
CCOc1ccc(-c2nnn(CC(=O)NCc3ccc(C)cc3)n2)cc1,12,1.8
CC(=O)c1ccc(-n2c(C)ccc2-c2ccccc2)cc1,5,-0.7
COc1ccc(-n2nc(C(=O)O)c3ccccc3c2=O)c(OC)c1,1,-0.8
COc1ccccc1OCCNC(=O)c1cccc(S(=O)(=O)N2CC(C)OC(C)C2)c1 (stereo unspecified),24,-0.9
CCCCn1c(N)c(N(CC(C)C)C(=O)c2c(-c3ccccc3)noc2C)c(=O)[nH]c1=O,0,-0.8
Cc1ccc(S(=O)(=O)N(C)C)cc1NC(=S)Nc1ccc2cn[nH]c2c1,7,20
CC1=CC(c2ccccc2)n2nc(NC(=O)CCC(=O)O)nc2N1 (stereo unspecified),12,1.5
COc1ccc(Nc2nc(-c3ccncc3)nc3ccccc23)cc1,-2,-1.8
COc1ccccc1C(=O)NC(=O)CSc1cccc[n+]1[O-],15,-2.3
COc1ccc(C(C(=O)NC2CCCC2)N(Cc2cccnc2)C(=O)Cc2cccs2)cc1OC (stereo unspecified),17,-0.4
COc1ccc(CNC(=O)C/C(C)=N/NC(=O)COc2ccccc2)cc1,3,-1.2
O=C(CNc1cccc(S(=O)(=O)N2CCCCC2)c1)Nc1ccccc1F,8,-0.8
Cc1ccc(Nc2cc(C)nc(NCc3ccccc3)n2)cc1,7,-0.7
O=[N+]([O-])c1ccc(OCCN2CCNCC2)cc1,14,-1.0
# Remaining list, next part:
SMILES,OX1R FRET antag,STK33 inh
CCOc1ccc(C2c3[nH]c4ccccc4c3CCN2CCCn2cccn2)cc1 (stereo unspecified),21,-0.8
CCOC(=O)C1=C(C)NC(C)=C(C(=O)OCC)C1C(=O)OCC(N)=O,2,0.7
COc1cc(-c2nnc(NC(=O)c3ccc(S(=O)(=O)N4CCOCC4)cc3)o2)cc(OC)c1OC,4,-4.2
CC(C)c1ccc(NC2CCCN(C(=O)c3ccccc3-c3ncc[nH]3)C2)cc1 (stereo unspecified),29,-0.4
COC(=O)C1=C(C(=O)c2ccccc2)C(c2ccccc2)n2nnnc2N1 (stereo unspecified),7,-1.1
CCOc1ccc(N(C(C)=O)C2C=CS(=O)(=O)C2)cc1 (stereo unspecified),2,0.7
O=C(OCc1ccccc1Cl)c1cc([N+](=O)[O-])ccc1N1CCOCC1,22,0.0
Fc1ccc(-c2cnc(-c3cccs3)o2)cc1,14,-0.6
C/C(Cl)=C\Cn1c(O)c(N=NC(N)=S)c2cc(Br)ccc21,33,0.1
Oc1ccc(NC(=S)Nc2ccc(F)cc2)cc1,6,-0.4
C=CCNC(=O)NC(=O)COC(=O)COc1ccc(Br)cc1F,12,0.4
CN(C)/C=C(\C(=O)c1ccc(Cl)cc1)c1nnnn1-c1ccc(Cl)cc1,1,0.2
Cc1ccc(OCC(=O)N(C)CC(=O)Nc2ccccc2Cl)c([N+](=O)[O-])n1,12,-0.8
CN(CC(=O)NC(=O)NC1CCCCC1)c1ccccc1,3,-1.2
O=C(CSc1ncn[nH]1)Nc1ccc2c(c1)OCCO2,5,-2.8
Cc1cc(C)nc(SCC(=O)N(C)CC(=O)Nc2ccccc2Br)n1,24,-0.7
O=C(NCc1ccc(Cl)cc1)c1ncn[nH]1,25,-0.8
O=C(Nc1cccc(-c2cscn2)c1)C1CCN(Cc2ccc(CO)o2)CC1,8,.
COc1ccc(CN2CNc3nc4ccccc4n3C2)cc1,14,0.0
O=C(Nc1cccc(C(F)(F)F)c1)c1ccc(N2CCNCC2)c([N+](=O)[O-])c1,12,1.0
O=C(Nc1nnc(-c2ccc(F)cc2)s1)C1CCN(S(=O)(=O)c2ccc(Cl)cc2)CC1,8,-2.2
COc1ccccc1NC(=O)c1sc2ncn(Cc3ccc(C)cc3)c(=O)c2c1C,-3,-2.1
O=C(N/N=C\c1cccc(OC(=O)c2ccco2)c1)c1ccc2c(c1)OCO2,30,0.4
O=C(CN(C(=O)c1nsc(Cl)c1Cl)c1ccc(F)cc1)NC1CCCC1,6,-2.2
CC1(C)CC(C)(c2ccc(O)cc2O)N(c2cccc(Cl)c2)C(=S)N1 (stereo unspecified),18,0.4

# 16 consecutive compounds from above, quoted:
SMILES,OX1R FRET antag,STK33 inh
Oc1ccc(NC(=S)Nc2ccc(F)cc2)cc1,6,-0.4
C=CCNC(=O)NC(=O)COC(=O)COc1ccc(Br)cc1F,12,0.4
CN(C)/C=C(\C(=O)c1ccc(Cl)cc1)c1nnnn1-c1ccc(Cl)cc1,1,0.2
Cc1ccc(OCC(=O)N(C)CC(=O)Nc2ccccc2Cl)c([N+](=O)[O-])n1,12,-0.8
CN(CC(=O)NC(=O)NC1CCCCC1)c1ccccc1,3,-1.2
O=C(CSc1ncn[nH]1)Nc1ccc2c(c1)OCCO2,5,-2.8
Cc1cc(C)nc(SCC(=O)N(C)CC(=O)Nc2ccccc2Br)n1,24,-0.7
O=C(NCc1ccc(Cl)cc1)c1ncn[nH]1,25,-0.8
O=C(Nc1cccc(-c2cscn2)c1)C1CCN(Cc2ccc(CO)o2)CC1,8,.
COc1ccc(CN2CNc3nc4ccccc4n3C2)cc1,14,0.0
O=C(Nc1cccc(C(F)(F)F)c1)c1ccc(N2CCNCC2)c([N+](=O)[O-])c1,12,1.0
O=C(Nc1nnc(-c2ccc(F)cc2)s1)C1CCN(S(=O)(=O)c2ccc(Cl)cc2)CC1,8,-2.2
COc1ccccc1NC(=O)c1sc2ncn(Cc3ccc(C)cc3)c(=O)c2c1C,-3,-2.1
O=C(N/N=C\c1cccc(OC(=O)c2ccco2)c1)c1ccc2c(c1)OCO2,30,0.4
O=C(CN(C(=O)c1nsc(Cl)c1Cl)c1ccc(F)cc1)NC1CCCC1,6,-2.2
CC1(C)CC(C)(c2ccc(O)cc2O)N(c2cccc(Cl)c2)C(=S)N1 (stereo unspecified),18,0.4

# Later entries:
SMILES,OX1R FRET antag,STK33 inh
O=c1c2ccccc2nc(/C=C/c2ccc(Br)cc2)n1CCCO,-2,-0.3
O=C(CN(CCc1ccccc1)C(=O)CN1C(=O)COc2ccccc21)NCc1ccco1,5,-0.7
CCOc1cc(N2CCOCC2)c(OCC)cc1NC(=O)CN1C(=O)NC2(CCCCCCC2)C1=O,33,0.8
CCOC(OCC)c1ccc(/C=C\c2nccc(N)n2)cc1,7,0.0
CCN(C(=O)COC(=O)CNS(=O)(=O)c1ccccc1)c1ccccc1,12,0.4
O=C(Cc1ccc(NS(=O)(=O)c2cccc(C(F)(F)F)c2)cc1)NCCN1CCOCC1,3,-0.9
CCc1cccc(C)c1NC(=O)CSc1nc2ccc(N3C(=O)c4ccccc4C3=O)cc2s1,6,2.0
CCN(CC(=O)Nc1c(F)cccc1F)C(=O)C1CCN(C(=O)Nc2ccccc2)CC1,-5,4.7
Cc1cc(NC(=O)CSCC(=O)Nc2cc(C(F)(F)F)ccc2N2CCOCC2)no1,8,-1.1
CCCc1ccc(OCc2ccccc2)c2c(=O)cc(C(=O)OCC)oc12,14,0.7
Cc1ccc(C(=O)O)cc1Nc1ncnc2sc3c(c12)CCC3,2,-0.1
CCn1cc(C(=O)Nc2cccc(C)c2)c(=O)c2ccc(C)nc21,1,0.0
C/C(=N/N=C/c1ccccc1O)c1ccccc1O,-4,-0.8
N#Cc1c(/N=C\c2ccc(O)c([N+](=O)[O-])c2)sc2c1CCCC2,34,-2.8
CC(=O)NCC(=O)NC(C(=O)Nc1ccc2c(c1)OCCO2)c1ccccc1 (stereo unspecified),11,-1.6
Cc1ccccc1CN(c1ccc(C(=O)Nc2cccnc2)cc1)S(C)(=O)=O,13,0.1
COc1cccc(-n2nnc(S(=O)(=O)c3ccc(C)cc3)c2N)c1,20,-0.8
CC(=O)N1c2ccc(S(=O)(=O)N3CCCC(C(=O)NCc4ccc(Cl)cc4)C3)cc2CC1C (stereo unspecified),12,1.1
CCOC(=O)C1CCN(C(=O)C2CCCN(S(=O)(=O)c3ccc(OCC)c(Cl)c3)C2)CC1 (stereo unspecified),32,-0.1
CCC(Sc1nc(C)cc(=O)[nH]1)C(=O)Nc1nnc(C)s1 (stereo unspecified),-1,-1.6
CCN(CC)c1ccc(/C=N\NC(N)=O)cc1,17,-1.6
CCN1CCCC1CNC(=O)c1cc2c(OC)cccc2[nH]1 (stereo unspecified),6,0.4
OCC1C2c3ccccc3C(c3ccccc32)C1CO (stereo unspecified),5,-0.6
Cn1cccc1C(=O)NC(=O)COC(=O)CCNS(=O)(=O)c1ccc(Cl)cc1,2,-1.6
CCc1nnc(NC(=O)C2CC(=O)N(C3CCCC3)C2)s1 (stereo unspecified),11,-0.8
# (next part)
SMILES,OX1R FRET antag,STK33 inh
C(=N\n1cnnc1)/c1ccc(-c2ccccc2)cc1,10,2.0
CCOc1cc(CN2CCC(n3nccc3NC(=O)C3CC3)CC2)ccc1O,0,0.2
Cc1ccc(N(CC(=O)NCC2CCCO2)C(=O)CCC(=O)Nc2nccs2)cc1C (stereo unspecified),40,-1.0
CN(C)C(/C=C/Nc1cccc([N+](=O)[O-])c1)=C(C#N)C#N,50*,-1.1
NCCCn1c(C(=O)c2cc(Cl)c(N)c(Cl)c2)c2ccc([N+](=O)[O-])cc2[n+]1[O-],57,-2.1
COc1ccc(C2(C(=O)Nc3ccc(C(=O)O)cc3)CCOCC2)cc1,12,0.9
COc1cc(/C=N/NC(=O)c2ccc(CN3C(=O)c4cccc5cccc3c45)cc2)cc(OC)c1O,18,-0.2
O=C(NCC1CCCO1)c1cccnc1Nc1ccccc1F (stereo unspecified),22,-0.2
CCOC(=O)N1CCN(C(=O)CN(c2ccc(OC)c(OC)c2)S(C)(=O)=O)CC1,10,0.6
CCOc1ccc(S(=O)(=O)NC(C)(C)C)cc1-c1nc2c(C(C)(C)C)nn(C)c2c(=O)[nH]1,6,-0.8
Cc1ccc(C23CC4CC(CC(C(N)=O)(C4)C2)C3)cc1,-2,0.2
O=S(=O)(c1cccc2ccccc12)N1CCSC1,20,1.5
COC(=O)c1c(NC(=O)COC(=O)[C@@H](NS(=O)(=O)c2ccccc2)C(C)C)sc2c1CCC2,14,-1.8
Cc1noc(C)c1COc1ccc(C(=O)OCC(=O)Nc2ccc(S(N)(=O)=O)cc2)cc1,0,0.8
O=[N+]([O-])c1ccc2c(c1)c1ccccc1n2CCO,6,-1.8
COc1ccccc1NS(=O)(=O)c1cccc(C(=O)N(C)Cc2cccs2)c1,32,0.4
Cc1nn(C)c(C(=O)Nc2ccc(S(=O)(=O)NC34CC5CC(CC(C5)C3)C4)cc2)c1Br,7,-0.3
Cc1ccn2c(NC3CCCC3)c(-c3ccsc3)nc2c1,15,1.7
